# core dimer inh – inhibitors of HCV core protein dimerization, primary screen, biochemical, TR-FRET, high-throughput; TR-FRET GST/Flag-core106 dimerization, 1536-well; 0.33% of 300,000 active; inhibition, % at 5 µM;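 active = inhibition above the mean of all tested compounds plus 3 SD, set per screening campaign, cut at about 45% in these data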
#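 Assay system – GST-tagged and Flag-tagged HCV core protein residues 1-106 · Quantity – core106 proteins, GST 13.5 nM and Flag 17 nM · Benchmarks – unlabelled core106 and no-GST-core106 wells · Read-out basis – percent inhibition of core106 dimerization signal · Detection – time-resolved FRET, ex 340 nm, em 617 and 671 nm · Schedule – 4 h at 22.5 °C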
# PAFAH2 FP inh – PAFAH2 enzyme inhibitors, primary screen, biochemical, fluorescence polarization, human. Platelet-activating factor acetylhydrolase 2, cytoplasmic (Homo sapiens), Q99487. recombinant PAFAH2, FP-rhodamine activity probe. inhibition, % at 3.39 µM. 0.99% of 340,000 active. AID 492956, 2010;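 active = inhibition above the mean over all tested compounds plus 3 SD, cut at about 30% in these data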;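 also: inhibitors block probe labeling of enzyme so polarization drops; 0% = enzyme with DMSO and 100% = wells lacking PAFAH2 protein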
# PP5 inh – PP5 phosphatase inhibitors, primary screen, biochemical, fluorescence. Serine/threonine-protein phosphatase 5 (Homo sapiens), P53041. purified PP5c, OMFP substrate fluorescence. inhibition, % at 6.7 µM. 0.18% of 320,000 active. AID 1987, 2009;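 active = inhibition above the campaign's mean inhibition across all tested compounds plus 3 SD, cut at about 9.5% in these data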;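 also: 0% = DMSO only and 100% = 100 µM cantharidin control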
# Target sequence (P53041 whole entry, looked up): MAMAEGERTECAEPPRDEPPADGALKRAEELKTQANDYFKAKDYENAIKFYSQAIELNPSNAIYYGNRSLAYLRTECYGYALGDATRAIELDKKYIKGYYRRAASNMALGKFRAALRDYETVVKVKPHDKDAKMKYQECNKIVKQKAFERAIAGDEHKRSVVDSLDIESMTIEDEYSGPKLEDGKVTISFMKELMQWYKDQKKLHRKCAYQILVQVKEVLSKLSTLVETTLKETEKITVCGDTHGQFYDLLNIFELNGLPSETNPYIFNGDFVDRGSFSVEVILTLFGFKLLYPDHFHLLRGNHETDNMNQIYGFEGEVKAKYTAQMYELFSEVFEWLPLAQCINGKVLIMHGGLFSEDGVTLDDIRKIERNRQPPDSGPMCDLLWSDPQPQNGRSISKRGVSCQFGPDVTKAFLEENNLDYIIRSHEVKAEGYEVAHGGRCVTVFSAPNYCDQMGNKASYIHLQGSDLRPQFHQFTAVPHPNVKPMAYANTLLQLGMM
# proCasp7 act – procaspase-7 activators, primary screen, counter-screen for procaspase-3 activator project, biochemical, absorbance, HTS, human; recombinant procaspase-7, Ac-DEVD-pNA absorbance 405 nm; D23A/D198A/D206A triple mutant, cannot self-cleave; scale: DMSO 0, 5 µM enzyme 100; 0.093% of 330,000 active; AID 463210, 2010; activation, % at 8.5 µM;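 active = percent activation above the screen-wide mean plus 3 SD, cut at about 25% in these data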
#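 Detection: p-Nitroaniline absorbance at 405 nm, read at 0 and 120 min; system: Uncleavable procaspase-7 mutant enzyme; evaluation: % activation from two-timepoint absorbance difference, scaled to controls; times: 1 h enzyme–compound preincubation and 2 h substrate reaction, both 25 °C; buffer or medium: Zinc-free HEPES pH 7.4 with 300 mM NaCl, 0.01% Triton X-100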
# Fh CTSL1 inh – Fasciola hepatica cathepsin L1 inhibitors, primary screen, counter-screen for PFM18AAP inhibitor project, biochemical, QFRET, fluorogenic peptide substrate; recombinant F. hepatica cathepsin L1, Z-Leu-Arg-MCA fluorescence; inhibition, % at 5.96 µM; 0.49% of 300,000 active;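 active = inhibition above the mean of all tested compounds plus 3 SD, set per screening campaign, cut at about 17% in these data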;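 also: 0% = plate median of test compound wells and 100% = 1 µM Z-Phe-Ala-diazomethylketone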
# AHR activator – AHR activators, primary screen, cell-based, luminescence, luciferase reporter, human; Aryl hydrocarbon receptor (Homo sapiens), P35869; AHR-responsive luciferase reporter cells; activation, % at 5 µM; 2.5% of 320,000 active; in the data active = activation above about 47%;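 also: 0% = vehicle wells and 100% = reference agonist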
# PP1 inh – PP1-alpha phosphatase inhibitors, primary screen, counter-screen for PP5 inhibitor project, biochemical, fluorescence, OMFP substrate, single point; Serine/threonine-protein phosphatase PP1-alpha catalytic subunit (Homo sapiens), P62136; purified PP1alpha; inhibition, % at 6.7 µM; 0.9% of 320,000 active;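 active = inhibition above the mean inhibition of all tested compounds plus 3 SD, computed separately for each screening campaign, cut at about 15% in these data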
# TPT1 inh – Candida albicans TPT1 enzyme inhibitors, primary screen, biochemical, fluorescence polarization; 0.81% of 300,000 active; inhibition, % at 5 µM; AID 1962, 2009; tRNA 2'-phosphotransferase TPT1 (Candida albicans SC5314); recombinant caTPT1, FP RNA substrate dephosphorylation;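 active = inhibition above the mean of all tested compounds plus 3 SD, set per screening campaign, cut at about 24% in these data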;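 also: plate controls were DMSO alone for no effect and ferristatin control at 100 nM for full effect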
# procasp3 activ – activators of human procaspase-3 D3A mutant, primary screen, biochemical, absorbance, PC-3 D3A mutant, single concentration; activation, % at 8.5 µM; 0.11% of 330,000 active; Caspase-3 (Homo sapiens), P42574; recombinant procaspase-3 D3A, Ac-DEVD-pNA absorbance 405 nm;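 active = activation above the mean of all tested compounds plus 3 SD, cut at about 21% in these data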;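 also: 0% = DMSO alone and 100% = DMSO wells spiked with extra 5 µM PC-3 D3A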
# Target sequence (P42574 whole entry D9A/D28A/D175A): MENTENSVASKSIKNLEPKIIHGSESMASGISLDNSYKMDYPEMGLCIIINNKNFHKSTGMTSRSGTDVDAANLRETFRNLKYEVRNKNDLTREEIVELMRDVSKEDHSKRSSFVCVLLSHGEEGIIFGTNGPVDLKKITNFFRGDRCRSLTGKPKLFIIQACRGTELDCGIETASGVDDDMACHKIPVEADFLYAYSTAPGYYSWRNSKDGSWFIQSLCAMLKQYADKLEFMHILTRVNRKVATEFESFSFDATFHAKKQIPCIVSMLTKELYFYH
#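 Assay system: Procaspase-3 D3A mutant, all three cleavage aspartates alanine. Buffer or medium: Zinc-free HEPES saline buffer with Triton X-100. Times: 1 h compound preincubation, 2 h substrate hydrolysis at 25 °C. Measured by: 405 nm absorbance of p-nitroaniline, reads at 0 and 120 min. Read-out basis: percent activation relative to control range. Replicates: singlicate.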
# * = called active by the depositor; / = not tested or not shown.
structure	core dimer inh	PAFAH2 FP inh	PP5 inh	proCasp7 act	Fh CTSL1 inh	AHR activator	PP1 inh	TPT1 inh	procasp3 activ
CN(C)/C=N/c1sc2c(c1C(N)=O)CCCC2	-6	3	-0.3	-4	-3	7	6	-3	-8
NNC(=O)c1[nH]c2ccc(Cl)cc2c1-c1ccccc1	3	-1	3.3	-2	1	4	-6	-6	-3
O=C(c1ccc(NS(=O)(=O)c2ccccc2)cc1)N1CCOCC1	-3	-1	3.6	4	-1	0	3	2	-2
COc1ccc2c(c1)CCC/C2=N\NC(=O)c1ccoc1C	-2	-6	3.1	10	5	1	8	-3	-8
O=C(O)c1ccccc1-c1nc2ccccc2n1-c1ccccc1	-3	5	0.4	9	0	6	-1	-4	1
OCCc1c[nH]c2ccc(OCc3ccccc3)cc12	1	3	1.7	12	-4	-1	3	-2	-7
O=C(CN1C(=O)NC2(CCCCCCC2)C1=O)NCc1ccccc1	/	2	/	10	/	1	/	/	5
O=C(CSc1nnc(-c2ccccc2Cl)o1)N1CCOCC1	7	-4	1.2	1	-3	8	-6	-3	4
Cc1[nH]n(-c2cccc(Cl)c2)c(=O)c1C=NCC(C)C	-3	-3	0.3	4	0	15	-5	11	6
Cc1c(C(=O)Nc2cc(S(=O)(=O)N3CCOCC3)ccc2N2CCOCC2)oc2ccccc12	17	4	3.2	1	4	-1	-1	-2	-3
Cc1cc(C)cc(Oc2cc(NC(=O)c3cn(C)nc3C)cc([N+](=O)[O-])c2)c1	-8	-27	2.5	10	-4	5	2	-2	12
CC1CCN(C(=O)CSc2nc3ccccc3s2)CC1	-1	-3	-2.1	13	3	15	0	10	3
Cc1[nH]nc2ncc(C(=O)c3cc(F)ccc3O)cc12	3	3	0.3	2	-2	2	-1	0	5
Oc1c(CN2CCN(c3ccc(F)cc3)CC2)cc(Cl)c2cccnc12	1	5	8.2	-9	-3	11	35*	-2	4
CCc1ccc(C2NC(=S)NC3=C2C(=O)CCC3)cc1 (stereo not given)	3	6	-0.2	3	-1	0	0	-1	4
Cc1ccc(C)c(Cn2ncc3ccccc32)c1	11	-3	-0.4	2	-5	3	-2	-5	8
O=C(Nc1ccc(O)cc1)c1cc2n(n1)C(C(F)(F)F)CC(c1ccco1)N2 (stereo not given)	-2	-7	0.9	3	-3	-2	-4	0	-1
CCc1ccccc1NC(=O)CCN1C(=O)c2ccccc2C1=O	4	-3	0.1	-3	-2	-12	-2	-4	1
CCOc1ccccc1N/C=C(\C#N)c1nc2ccccc2n1C	-1	1	2.6	-5	2	30	-4	-1	-6
C/C(=N\NC(=O)CSc1nc2ccccc2o1)c1ccc(O)cc1	-1	9	-0.9	-9	0	38	0	-3	0
Cc1ccc(S(=O)(=O)Nc2c(NC3CCCCC3)c3ccccc3oc2=O)cc1C	8	11	0.8	-14	1	2	-1	3	0
C=CCNC(=O)C1CC2c3ccccc3C1c1ccccc12 (stereo not given)	-4	4	0.7	3	-3	0	-3	-2	6
O=C(c1cnc2n(c1=O)CCS2)N1CCN(c2ccccc2F)CC1	-13	-1	3.3	-1	1	-2	-2	-3	-1
CCc1cc2cc3c(cc2nc1SCC(=O)Nc1nccs1)OCO3	-6	-7	-0.8	2	-5	4	-5	0	2
C=CCNC(=S)Nc1sc2c(c1C#N)CCCC2	14	4	-0.8	-5	2	12	-1	10	-12
CCOc1ccccc1C(=O)NCC(=O)OCc1c(C)noc1C	-4	-5	3.9	12	0	2	-2	1	-2
C=CCn1c(COc2ccc(F)cc2)nnc1SCC(=O)N1CC(=O)Nc2ccccc21	-1	0	1.8	3	0	2	-3	7	3
Cc1c(NC(=O)CSc2nnc(-c3cccnc3)n2N)c(=O)n(-c2ccccc2)n1C	/	-2	1.3	4	/	0	-4	/	4
COc1ccc(S(=O)(=O)N2CCC(C(=O)NCc3ccncc3)CC2)cc1	-1	1	-1.2	4	2	0	-4	0	-2
CN1CCN(S(=O)(=O)c2ccc(NC(=S)NC(=O)C3CCCCC3)cc2)CC1	7	0	-2.1	-4	-5	4	-2	1	3

# Ordered by heavy-atom count (low to high): some entries from above
structure	core dimer inh	PAFAH2 FP inh	PP5 inh	proCasp7 act	Fh CTSL1 inh	AHR activator	PP1 inh	TPT1 inh	procasp3 activ
O=C(CN1C(=O)NC2(CCCCCCC2)C1=O)NCc1ccccc1	/	2	/	10	/	1	/	/	5
Cc1cc(C)cc(Oc2cc(NC(=O)c3cn(C)nc3C)cc([N+](=O)[O-])c2)c1	-8	-27	2.5	10	-4	5	2	-2	12
Cc1ccc(S(=O)(=O)Nc2c(NC3CCCCC3)c3ccccc3oc2=O)cc1C	8	11	0.8	-14	1	2	-1	3	0

# New compounds follow:
# Order of results – core dimer inh	PAFAH2 FP inh	PP5 inh	proCasp7 act	Fh CTSL1 inh	AHR activator	PP1 inh	TPT1 inh	procasp3 activ
> Cc1ccc(CCN2CC(C(=O)NCCN(C)C)CC2=O)cc1 (stereo not given)
 : 8	15	-2.4	1	1	11	0	0	6
> CSc1nsc(SCC(=O)NCc2ccccc2)n1
 : -2	6	1.0	8	-3	12	-2	0	-3
> Nc1ncc(Br)cc1S(=O)(=O)NCCc1ccccc1
 : -3	3	-0.5	8	-3	1	-5	0	-3
> CCc1[nH]nc(C(=O)N2CCCC(CO)(Cc3ccc(F)cc3F)C2)c1C (stereo not given)
 : 6	-2	1.1	2	9	6	-3	1	6
> C/C(=N\N1CCN(Cc2ccc(Cl)cc2)CC1)c1ccc([N+](=O)[O-])cc1
 : -1	9	4.2	-10	-3	-2	2	-1	-5
> CCC1CCCCN1C(=O)CSc1nc(C)cc(C)n1 (stereo not given)
 : -7	-6	-0.3	5	9	9	-5	-1	1
> N#Cc1ccc(NC(=O)CCc2ccc(S(=O)(=O)N3CCOCC3)cc2)cc1
 : -3	-11	2.8	1	0	-1	-2	-4	2
> Cc1cccc(C)c1OCC(=O)Nc1cccc(C(=O)O)c1
 : -1	0	-4.4	2	-2	2	-10	1	7
> Cn1nnnc1SCC(=O)N1CCN(C(=O)c2ccco2)CC1
 : -3	7	1.7	1	-7	1	-4	1	9
> O=S(=O)(Nc1nc(-c2ccccc2)cs1)c1cccc(C(F)(F)F)c1
 : -16	6	7.0	1	0	3	2	-2	-3
> CS(=O)(=O)c1ccc2nc(NC(=O)Cc3ccccc3)sc2c1
 : 8	8	2.4	4	-1	41	2	-1	-4
> Cc1ccccc1N1CCN(C(=O)c2cc(C3CC3)nn2-c2ccccc2)CC1
 : /	-2	1.3	8	/	6	2	/	-1
> COCC(=O)NCc1nc2ccccc2[nH]1
 : 8	1	0.4	9	-2	5	-3	-4	10
> Cc1cc(C)c(S(=O)(=O)NCCOc2ccccc2)c(C)c1-n1cnnn1
 : -4	5	-1.0	12	-4	1	6	0	-4
> CC1(c2ccc(Cl)cc2)NC(=O)N(CC(=O)NCc2ccc(F)cc2)C1=O (stereo not given)
 : -6	4	2.0	1	-3	4	0	4	4
> COC(=O)Cc1ccc(NC(=S)N2CCN(c3ccc(OC)cc3)CC2)cc1
 : -1	-1	1.4	-14	-3	-2	-2	-3	-5
> Cc1c(Cl)cccc1NC(=O)Cn1c(CCC(=O)O)ccc1-c1ccc(Cl)cc1
 : 1	-3	0.5	-11	-1	1	0	-3	2
> CCCOc1ccc(/C=C/C(=O)N2CCN(c3ccccn3)CC2)cc1
 : 4	-1	0.2	8	0	4	0	3	6
> O=C1C=C(N2CCOCC2)CCC1
 : -9	3	-1.7	-20	2	4	-5	-4	2
> C=CCOc1ccc(-c2nc3c(c(=O)[nH]c(=O)n3CCCC)n2C)cc1OC
 : 3	4	2.9	11	-1	2	-2	-3	-2

# Profiles as entered above. Order of values: core dimer inh | PAFAH2 FP inh | PP5 inh | proCasp7 act | Fh CTSL1 inh | AHR activator | PP1 inh | TPT1 inh | procasp3 activ
# Shown for `CC1(c2ccc(Cl)cc2)NC(=O)N(CC(=O)NCc2ccc(F)cc2)C1=O` (stereo not given) : -6 | 4 | 2.0 | 1 | -3 | 4 | 0 | 4 | 4
# Shown for `Nc1ncc(Br)cc1S(=O)(=O)NCCc1ccccc1` : -3 | 3 | -0.5 | 8 | -3 | 1 | -5 | 0 | -3
# Shown for `Cc1cc(C)c(S(=O)(=O)NCCOc2ccccc2)c(C)c1-n1cnnn1` : -4 | 5 | -1.0 | 12 | -4 | 1 | 6 | 0 | -4
# Shown for `CCc1[nH]nc(C(=O)N2CCCC(CO)(Cc3ccc(F)cc3F)C2)c1C` (stereo not given) : 6 | -2 | 1.1 | 2 | 9 | 6 | -3 | 1 | 6
# Shown for `COC(=O)Cc1ccc(NC(=S)N2CCN(c3ccc(OC)cc3)CC2)cc1` : -1 | -1 | 1.4 | -14 | -3 | -2 | -2 | -3 | -5

# (list continues)
# Order of results – core dimer inh	PAFAH2 FP inh	PP5 inh	proCasp7 act	Fh CTSL1 inh	AHR activator	PP1 inh	TPT1 inh	procasp3 activ
> COc1ccc(/C=C(\NC(=O)c2ccccc2)C(=O)N/N=C/c2cccnc2)cc1
 : 1	-2	-1.0	3	2	4	-4	0	-5
> CC(=O)Nc1ccc(NC(=O)CSC2=NS(=O)(=O)c3ccccc3N2)cc1
 : -3	-2	-0.3	11	0	-1	-4	-1	9
> Cc1[nH]n(-c2ccccc2)c(=O)c1N=Nc1nccs1
 : -16	5	2.1	-14	6	86*	6	4	-10
> CCOC(=O)c1ccc(NC(=S)NNC(=O)COC)cc1
 : 0	2	1.6	-6	0	4	0	-3	-5
> O=C(CSc1nc2ccccc2[nH]1)NC1CCCC1
 : -13	1	-0.6	-1	-3	11	-4	-1	8
> NC(=O)c1ccc(C(F)(F)F)n(Cc2c(Cl)cccc2Cl)c1=O
 : 3	9	12*	0	3	4	-2	2	-6
> COC(=O)C(Cc1ccccc1)NC(=O)CNC(=O)c1sc2ccccc2c1Cl (stereo not given)
 : 8	-5	1.1	0	1	3	-1	0	8
